Bioassay records deposited in PubChem BioAssay by several laboratories.
Y pestis TopoI = Yersinia pestis topoisomerase I inhibitors, primary screen, biochemical, cleavage product accumulation, plate reader, single point | DNA topoisomerase I (Yersinia pestis CO92) | Y. pestis Topo-I cleavage product accumulation | activity, % at 10 µM | 0.064% of 360,000 active | AID 504884, 2011; in the data active means activity above about 50%, passing the limit was not always enough; inconclusive means no clear call, values can overlap the other calls; further: inactives centre near 2
Anthrax LF inh2 = Bacillus anthracis LF protease inhibitors, primary screen, biochemical, multiplex microsphere, MLPCN library | Lethal factor (Bacillus anthracis), P15917 | multiplex microsphere protease cleavage assay | inhibition, % at 10 µM | 0.12% of 360,000 active | AID 588501, 2011; further: plate controls were buffer without enzyme for full effect and enzyme alone for no effect
3CLpro inhibitor = SARS-CoV 3CLpro protease inhibitors, primary screen, biochemical, quenched FRET | Replicase polyprotein 1ab (Severe acute respiratory syndrome coronavirus), P0C6X7 | recombinant SARS-CoV 3CLpro, quenched FRET peptide cleavage | inhibition, % at 6 µM | 0.14% of 290,000 active | AID 1706, 2009; in the data active means inhibition above about 12%
PriA SSB inh = inhibitors of Klebsiella pneumoniae PriA binding to SSB C-terminal tail, primary screen, biochemical, AlphaScreen; AlphaScreen SSBct-PriA binding, biotinylated peptide; inhibition, % at 33 µM; 0.6% of 430,000 active; AID 1272365, 2023; in the data active means inhibition mostly above about 37%, no sharp cut-off; inactive means mostly below about 20%;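 further: plate controls were negative control peptide for no effect and reference peptide for full effect; strong numbers were not always called active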
PrPC TRFRET = inhibitors of human cell surface prion protein PrPC, primary screen, cell-based, TR-FRET. TR-FRET read-out. inhibition, % at 13.8 µM. 0.43% of 370,000 active; in the data active means inhibition above about 24%; further: 0% = median of the test wells and 100% = reference compound wells
TcdB GH inh = TcdB glycohydrolase inhibitors, primary screen, biochemical, single point, plate reader. 0.24% of 350,000 active. inhibition, % at 9.99 µM. TcdB glycohydrolase enzymatic assay; in the data active means inhibition above about 10%
BH1578 lux ind = inducers of Vibrio cholerae quorum light production without autoinducers, primary screen, BH1578 luxS cqsA deficient, single point. V. cholerae BH1578 lux reporter, luminescence, 6 h. activation, % at 18.7 µM. 0.16% of 350,000 active; in the data active means activation mostly above about 9.7%, no sharp cut-off; inconclusive means no clear call, values can overlap the other calls; inactive means mostly below about 3.7%; further: not every result past the cut was called active; inactives centre near 0; reference of the scale not given here
PfHsp40 yeast = rescue of yeast from PfHsp40 toxicity, primary screen, S. cerevisiae, ATP luminescence; S. cerevisiae expressing PfHsp40, growth rescue; growth rescue, % at 12.5 µM; 0.68% of 340,000 active; AID 504582, 2011; in the data active means growth rescue above about 28%, passing the limit was not always enough; inconclusive means no clear call, values can overlap the other calls;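 further: yeast W303a lacking pdr1 and pdr3 grown in galactose medium; growth measured after three days at 30 °C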
BoNT A protease = BoNT/A light chain protease inhibitors, primary screen, biochemical, flow cytometry, MLPCN library; multiplex microsphere protease substrate cleavage; inhibition, % at 10 µM; AID 588499, 2011; 0.17% of 360,000 active; further: plate controls were buffer without enzyme for full effect and enzyme alone for no effect
Starred values were filed as active, the others as inactive; i = inactive; ? = inconclusive; · = not tested or not shown; & = joins results of further samples. Unless noted, no stated cut-off is given here; in the data, active means inhibition above about 30%; inconclusive means no clear call, values can overlap the other calls; inactive means below that.

SMILES	Y pestis TopoI	Anthrax LF inh2	3CLpro inhibitor	PriA SSB inh	PrPC TRFRET	TcdB GH inh	BH1578 lux ind	PfHsp40 yeast	BoNT A protease
CCCCN1C(=O)NC(NC(C)=O)(C(F)(F)F)C1=O (stereo unspecified)	1.2	0.6	-1.6	-20.3	-6.3	·	-0.5	-0.7	-0.6
Cc1cccnc1Oc1ncccc1N	-5.8	4.9	·	2.3	-4.8	0.8	i	·	2.2
CCOC(=O)CN(c1cccc(C(C)=O)c1)S(C)(=O)=O	1.4	-0.1	-1.1	-25.1	·	-0.1	i	0.1	0.3
CCCSc1nc2c(=O)[nH][nH]c(=O)c2n1Cc1ccccc1	-0.9	-2.2	-3.4	-2.4	1.1	·	·	-0.4	-0.3
COc1cc2c(cc1OC)CN(Cc1ccccc1)CC2	-4.1	-3.7	5.3	-9.3	-1.1	0.7	-0.2	-1.4	4.6
CCOc1cc(/C=N/NC(=O)C(C)Sc2ccccc2)ccc1O (stereo unspecified)	-2.3	-5.0	-0.6	·	4.7	3.2	i	1.8	-0.3
Cc1ccc(CCNC(=O)C2CCC(=O)N2C2CCCC2)cc1 (stereo unspecified)	2.0	-6.3	-1.3	-9.7	0.9	·	4.2	-0.6	1.8
COCCNC(=O)CN(c1ccc(C)cc1)S(=O)(=O)c1ccc(SC)cc1	17.4	-6.2	0.8	-14.7	-5.1	·	-0.5	-0.8	-0.3
O=C(Nc1ccccc1C(F)(F)F)N1CCC(N2CCCCC2)CC1	-4.2	-1.1	-2.1	-30.9	-8.5	·	-0.2	0.8	-0.5
CN[C@H]1C[C@H]2c3[nH]c4ccc(-c5cccc(C)c5)cc4c3CCN2C[C@H]1[C@H](C)O	-13.0	-8.0	·	·	-8.2	0.7	i	·	0.7
COC(=O)c1ccc(NC(=O)Nc2ccc(OC)cc2)cc1	4.0	-6.7	4.5	-15.2	7.8	1.8	i	-0.3	-0.3
O=C(O)COn1c(-c2ccccc2)nc2ccc([N+](=O)[O-])cc21	-11.9	-1.5	-0.6	-4.8	-21.3	5.4	6.7	2.3	-0.6
Cc1cc(NS(=O)(=O)c2ccc(NC(=O)C(C)Oc3ccc4c(C)cc(=O)oc4c3)cc2)no1 (stereo unspecified)	-1.7	2.0	2.6	-4.7	-4.2	·	i	-0.4	-0.5
O=C(NCCc1cccnc1)c1cc(COc2ccc(F)cc2Cl)on1	6.2	-0.6	-9.1	4.5	7.1	-0.1	-0.4	-0.8	-0.2
CC1(C(=O)NS(=O)(=O)c2cccc(Cl)c2)CCN1C(=O)CC1CCCCC1 (stereo unspecified)	14.2	8.5	·	·	7.2	0.7	1.1	·	-0.6

Part of the list above, comma-delimited.
SMILES,Y pestis TopoI,Anthrax LF inh2,3CLpro inhibitor,PriA SSB inh,PrPC TRFRET,TcdB GH inh,BH1578 lux ind,PfHsp40 yeast,BoNT A protease
CCCSc1nc2c(=O)[nH][nH]c(=O)c2n1Cc1ccccc1,-0.9,-2.2,-3.4,-2.4,1.1,·,·,-0.4,-0.3
COc1cc2c(cc1OC)CN(Cc1ccccc1)CC2,-4.1,-3.7,5.3,-9.3,-1.1,0.7,-0.2,-1.4,4.6

The list goes on:
SMILES	Y pestis TopoI	Anthrax LF inh2	3CLpro inhibitor	PriA SSB inh	PrPC TRFRET	TcdB GH inh	BH1578 lux ind	PfHsp40 yeast	BoNT A protease
Cc1cc(=O)oc2c(CN3CCCCC3)c(O)c(Cl)cc12	-6.8	-5.0	-4.8	-23.9	-2.4	·	-0.1	-1.1	0.2
Cc1cc(Cl)c(S(=O)(=O)Nc2cccc(O)c2)cc1OCC(N)=O	0.5	-4.3	3.6	-11.6	-1.3	2.8	-0.3	0.5	-2.7
CC(C)CN(C(=O)C1CCCO1)c1c(N)n(CC(C)C)c(=O)[nH]c1=O (stereo unspecified)	2.7	-2.7	·	-4.4	7.5	1.7	-2.4	-1.2	3.7
O/N=C(\CN1CCCCC1)c1ccccc1	-3.1	-8.8	-3.2	·	-2.3	-1.0	-1.6	0.7	-2.6
COC(=O)N/N=C/c1ccc(-c2cc(Cl)cc(Cl)c2)o1	6.3	6.0	0.7	·	-5.0	-0.1	-0.4	0.0	1.3
N#Cc1c(/N=C/c2ccco2)sc2c1CCCCC2	9.7	-0.7	0.6	·	-4.3	·	i	0.9	0.5
CC(C)(C)OC(=O)N1CCC(c2c(C(=O)NCC3CCN(C4CCCC4)C3)cnn2-c2ccccc2)CC1 (stereo unspecified)	12.7	·	1.4	12.5	1.5	1.4	-2.0	-0.1	·
COc1ccc(C(=O)Nc2nc3nc(-c4ccccc4)cc(=O)n3[nH]2)cc1	-4.9	2.5	-0.1	-2.9	-7.0	·	-5.0	1.0	0.3
COc1ccc(C(=O)OCC(=O)NCC2CCCO2)cc1[N+](=O)[O-] (stereo unspecified)	5.2	-6.3	-1.6	-3.0	-7.8	-0.4	-0.5	-2.4	0.2
COc1cccc2cc(C(=O)Nc3ccccc3Cl)/c(=N/NS(=O)(=O)c3ccccc3)oc12	-1.5	-1.1	-4.7	·	-4.2	-0.8	5.3	-0.4	-1.1
Cc1ccc(SCc2cc(=O)[nH]c(Nc3nc(C)c4ccccc4n3)n2)cc1	-1.2	-0.4	5.4	-1.0	-6.0	·	i	1.0	-0.6
NS(=O)(=O)c1cccc2cccnc12	-1.8	-3.8	-0.9	4.7	-1.4	1.5	-0.7	-1.4	-0.5
Cc1nc(Nc2cccc(Cl)c2)c2oc3ccccc3c2n1	-5.8	19.7	5.0	-5.6	-2.8	0.8	i	6.4	-4.2
COc1ccc(C2=NN(CCC(=O)NC3CCCCC3C)C(=O)CC2)cc1 (stereo unspecified)	3.9	-1.3	·	·	7.3	-11.2	-0.5	·	-0.2
Cc1cc(C)c(-n2c(O)c(/C=N/N3CCCCC3c3cccnc3)c(=O)[nH]c2=O)c(C)c1 (stereo unspecified)	-3.4	-0.7	3.2	·	-3.6	0.6	-8.3	0.0	0.2
COc1ccc(CCNC(=O)CCNS(=O)(=O)c2ccc3c(c2)CCN3C(C)=O)cc1OC	1.9	-2.2	-9.6	-11.4	6.5	·	-1.4	-0.6	1.0
CCOc1ccc(N(CC(=O)N2CCc3ccccc32)S(=O)(=O)c2c(C)noc2C)cc1	2.1	-3.8	-1.4	-8.1	-5.0	0.4	-0.1	-0.5	0.4
O=C(Nc1ccc(F)cc1)c1cc(-c2ccncc2)nc2c(Cl)cccc12	-1.9	-7.2	-4.5	-7.3	-4.7	-1.3	·	-1.4	-4.0
O=C(CNCc1ccco1)Nc1cccc(S(=O)(=O)N2CCCCC2)c1	-1.2	1.0	0.2	1.6	-1.9	0.6	-0.6	-1.8	0.2
COc1ccc(-c2nc(-c3ccccc3)c(-c3cc([N+](=O)[O-])ccc3C)[nH]2)cc1OC	9.7	-8.2	-6.7	42.8	5.7	·	i	0.9	-0.5
Cc1ccc(N/C(N)=N/c2nc(CSc3ccc(C)cc3)cc(=O)[nH]2)cc1	6.2	0.4	-0.8	·	2.2	·	0.3	-1.7	-1.6
O=S(=O)(c1ccccc1)c1ccc(N2CCCCCC2)cc1	5.3	13.8	-8.9	-13.9	10.8	-6.3	i	2.3	-0.4
O=C(Cc1cc(=O)[nH]c(=O)[nH]1)N1CCC(Cc2ccccc2)CC1	-5.9	-6.3	1.7	6.0&-4.1	0.1	0.2	·	-0.5	3.2
O=[P+](Cc1ccccc1)Cc1ccccc1	-5.9	-1.4	3.0	-17.5	2.8	·	i	0.1	-0.5
COc1cc2[nH]c(-c3cccc(F)c3)cc(=O)c2cc1OC	-8.3	7.2	-0.6	-11.2	2.1	-1.8	i	1.1	-0.8
COc1ccc(C2C(C#N)=C(N)OC3=C2C(=O)CC(C)(C)C3)cc1OC (stereo unspecified)	7.8	-4.1	-5.5	-22.6	-2.3	0.0	-1.8	0.5	-0.4
CC(=O)Nc1ccc(OC(=O)N(C)c2ccc(C)cc2)cc1	2.7	2.4	-2.1	-5.1	4.2	-0.1	-0.2	-0.2	-2.1
COc1ccccc1CNC(=O)Cn1cc([N+](=O)[O-])ccc1=O	-1.7	-0.2	-1.8	6.8	-3.3	0.2	-1.1	-0.6	0.8
Cc1ccc(S(=O)(=O)N2[C@@H](c3ccc(Cl)cc3)C(C(=O)O)=CC[C@H]2c2cccc(Cl)c2)cc1	13.1	4.5	·	-3.5	0.5	-1.2	i	11.3	0.2
COc1ccc(-c2cnc3nc(/N=C/N(C)C)nn3c2/N=C/N(C)C)cc1	5.1	8.1	-1.4	·	9.0	1.1	-0.2	-0.7	1.1
COc1ccc(CCNC(=O)C2CCN(C(=O)N(C)C)CC2)cc1OC	-5.4	-7.1	2.3	-4.2	-3.3	-1.4	0.8	-1.0	-0.2
Cc1ccc(C(=O)Nc2ccccc2C(=O)N2CCN(c3ccccc3)CC2)cc1	2.8	-3.6	0.5	-7.8	-1.6	1.2	-0.2	-1.0	0.2
O=S(=O)(c1cccs1)N1CN(Cc2ccco2)c2nc3ccccc3nc21	-1.9	1.6	-5.1	5.3	3.4	2.8	-0.4	0.1	0.9
Cc1ccc(-c2csc3nnc(SCC(=O)Nc4nsc(-c5ccccc5)n4)n23)cc1	?	-1.3	3.0	-10.8	-8.2	·	i	1.0	?
C[C@@H]1CN([C@H](C)CO)C(=O)CCCn2nncc2CO[C@@H]1CN(C)C(=O)Nc1ccnc(N2CCOCC2)c1	1.2	-1.1	·	·	-5.7	0.1&-0.3	-0.4	·	0.1
Cc1cc(C)nc(NC(=O)CN2C(=O)c3ccccc3C2=O)n1	-2.5	?	1.4	4.3	-1.0	·	0.2	-0.5	?
COc1cc(C)ccc1OCc1cc(C(=O)NC2CCOCC2)no1	0.4	2.0	·	·	-0.8	0.5	i	·	-0.1
Cc1cccc(Nc2ncccc2C(=O)NCc2cccs2)c1C	2.7	-0.6	2.3	-4.3	4.3	·	-0.3	-1.3	-0.6
c1ccc2c(Oc3ccc4c(c3)OCO4)nncc2c1	3.0	-9.4	-0.1	-6.3	6.7	·	-1.0	2.0	0.0
CC1Cc2ccccc2N1C(=O)CSc1nnc(CSc2ncccn2)n1C (stereo unspecified)	1.9	-1.6	0.4	-9.2	7.4	·	0.1	0.4	-0.1
O=C(CCN1C(=O)C2CC=C(Cl)CC2C1=O)N1CCCCC1 (stereo unspecified)	3.3	-0.3	-5.0	-10.8	3.6	·	i	2.8	0.6
COc1ccc(Nc2nc(-c3ccncc3)nc3ccccc23)cc1	-5.7	3.9	-1.1	-3.6	6.1	1.0	-0.6	-0.1	0.2
CC(C)(CCC(=S)N1CCOCC1)C1CCCCC1	17.7	10.8	-3.0	-8.7	4.8	-0.7	-0.3	2.8	-0.4
CCCOc1ccc(F)cc1-c1cc(C(=O)Nc2ccc(OC)nc2)[nH]n1	12.9	-2.1	·	·	·	·	i	·	0.1
CN(C)S(=O)(=O)c1ccc(C(=O)Nc2nnc(-c3ccc4c(c3)CCCC4)o2)cc1	2.9	3.3	-0.2	-8.8	1.0	1.3	-0.2	-1.6	-1.8

In the list so far, these contain two or more sulfur atoms:
SMILES	Y pestis TopoI	Anthrax LF inh2	3CLpro inhibitor	PriA SSB inh	PrPC TRFRET	TcdB GH inh	BH1578 lux ind	PfHsp40 yeast	BoNT A protease
COCCNC(=O)CN(c1ccc(C)cc1)S(=O)(=O)c1ccc(SC)cc1	17.4	-6.2	0.8	-14.7	-5.1	·	-0.5	-0.8	-0.3
O=S(=O)(c1cccs1)N1CN(Cc2ccco2)c2nc3ccccc3nc21	-1.9	1.6	-5.1	5.3	3.4	2.8	-0.4	0.1	0.9
Cc1ccc(-c2csc3nnc(SCC(=O)Nc4nsc(-c5ccccc5)n4)n23)cc1	?	-1.3	3.0	-10.8	-8.2	·	i	1.0	?
CC1Cc2ccccc2N1C(=O)CSc1nnc(CSc2ncccn2)n1C (stereo unspecified)	1.9	-1.6	0.4	-9.2	7.4	·	0.1	0.4	-0.1

Only part of the results is shown; the hit share may differ from the screen's.
